MsrA inhibitor – bovine MsrA enzyme inhibitors, primary screen, biochemical, absorbance, HTS | actives 0.75% (n = 360,000) | purified bovine MsrA, absorbance read-out | inhibition, % at 15.5 µM | Methionine sulfoxide reductase A (Bos taurus); in the data active = inhibition above about 4.5%;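 also: 0% = vehicle wells with enzyme and 100% = reference inhibitor wells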
* marks the source's active call; other numbers are inactive results. The list is partial; rates above refer to the full screens.

`COC(=O)N1C[C@H](O)[C@H](O)C[C@@H]1c1ccccc1Br` gave MsrA inhibitor -0.9.
Screening C[C@@H]1CCCCO[C@H](CN(C)Cc2ccncc2)[C@@H](C)CN([C@H](C)CO)C(=O)c2cc(N(C)C)ccc2O1 returned MsrA inhibitor -0.1.
Screening COC(=O)c1cc2c(c3c4ccccc4n(S(=O)(=O)c4ccc(OC)cc4)c13)C(=O)N(Cc1ccccc1OC)C2 returned MsrA inhibitor 0.3.
`C=CS(=O)(=O)N[C@@H](CSSC[C@H](NS(=O)(=O)C=C)C(=O)OC)C(=O)OC` gave MsrA inhibitor -0.3.
`Cc1ccc2nc3n(c(=O)c2c1)-c1cc(Cl)ccc1C(=O)NC3Cc1ccc(O)cc1` (stereo not given) gave MsrA inhibitor 0.8.
`CC(=O)c1cc2c(cc1NS(=O)(=O)c1ccccc1C)OCO2` gave MsrA inhibitor 2.0.
Screening COc1ccc(N(C)S(=O)(=O)c2cccc(C(=O)Nc3ccc(OC)nc3)c2)cc1 returned MsrA inhibitor 0.5.
`COC(=O)C1=C(C)N(C)C(=NCc2ccc(OC)cc2)NC1c1ccccc1` (stereo not given) gave MsrA inhibitor 1.2.
CC(C)CNc1cccc2c1S(=O)(=O)N[C@@H](C)CO2 was read as MsrA inhibitor 0.4.
`CCOC(=O)C(C)(C)CC#CCN(CC#Cc1ccccc1)S(=O)(=O)c1ccc(C)cc1` gave MsrA inhibitor 0.1.
For CC(=O)CCN1CCSCCS1(=O)=O the results were MsrA inhibitor -1.0.
Screening Cc1ccc2c(Cn3cc(C(F)(F)F)cc(Cl)c3=O)cc(=O)oc2c1 returned MsrA inhibitor 0.6.
For COCCN1C(=O)[C@H]2C[C@@]13O[C@H](c1ccccn1)N=C3CC1c3ccccc3C[C@@]12C (stereo not given in full) the results were MsrA inhibitor 0.9.
Screening COc1cc(OC)cc(C(=O)Nc2ccc(S(=O)(=O)Nc3cc(C)nc(C)n3)cc2)c1 returned MsrA inhibitor 0.0.
Screening CCC(=O)Nc1cccc(NC(C)=O)c1 returned MsrA inhibitor 1.2.
For C[C@H]1CN(c2ccc(N3CCNC[C@@H]3C)cc2C#N)CCN1Cc1ccccc1 the results were MsrA inhibitor -0.3.
N#Cc1cccc(C(=O)NCC2CCN(C(=O)C(=O)c3cc4ccccc4o3)CC2)c1 was read as MsrA inhibitor 1.7.
Screening COc1ccccc1-n1c(Cc2cccc3ccccc23)nnc1SCC(=O)O returned MsrA inhibitor -0.6.
For COc1ccc(-c2ccc3c(n2)CCCN3S(=O)(=O)c2c(C)noc2C)cc1 the results were MsrA inhibitor 1.0.
COc1cc(/C=N/O)ccc1OCc1ccc(Cl)cc1 was read as MsrA inhibitor -0.1.
`COc1ccc(-c2cc(=O)oc3cc(OCC(=O)c4cccc([N+](=O)[O-])c4)ccc23)cc1` gave MsrA inhibitor -0.1.
`CCOC(=O)N[C@@H](CC(C)C)C(=O)N1CCC[C@H]1C(=O)NCc1ccccc1` gave MsrA inhibitor 0.4.
For COC(=O)c1sc(NC(=S)NC(=O)c2ccc(F)cc2)nc1C the results were MsrA inhibitor 2.2.
For CCOP(=O)(OCC)C(Nc1cccc(C(F)(F)F)c1)c1ccc(Br)cc1 (stereo not given) the results were MsrA inhibitor -1.1.
CC(C)(C)n1nc(C2CC2)c(Br)c1NC(=O)c1ccccc1F was read as MsrA inhibitor -0.1.
COC(=O)[C@]12C[C@H](CC(=O)N3CCCC3)C(=O)N(Cc3ccc4c(c3)OCO4)C1=C[C@H](C(C)(C)C)O[C@@H]2C was read as MsrA inhibitor 0.7.
COc1cccc(CNC(=O)[C@H]2CCCN2C(=O)[C@H]2CCCN2C(=O)OC(C)(C)C)c1 was read as MsrA inhibitor -0.2.
CCc1c(C)nc(SCC(=O)N2CCc3ccccc32)[nH]c1=O was read as MsrA inhibitor 0.6.
For CC(=O)C1=C(C)N(Cc2ccc(Br)cc2)C(=S)NC1c1cccc(Br)c1 (stereo not given) the results were MsrA inhibitor 0.7.
`COc1ccc(-n2cnnc2SC(C)c2nc3sc(C)c(C)c3c(=O)[nH]2)cc1` (stereo not given) gave MsrA inhibitor 1.0.
COC(=O)C1=C(C)N(Cc2ccccc2C(F)(F)F)C(=NCc2ccc3c(c2)OCO3)NC1c1cccc(C(F)(F)F)c1 (stereo not given) was read as MsrA inhibitor -0.7.
For CC(C)(C)S(=O)N1C[C@@H]2CC(=O)C=C2[C@H]1CCO (stereo not given in full) the results were MsrA inhibitor 0.9.
`Cc1cc(NC(=O)CCN2C(=O)/C(=C/c3ccccc3F)SC2=S)no1` gave MsrA inhibitor -0.9.
For COCC(=O)N1CCN(C(=O)C(=O)c2cccc(C(F)(F)F)c2)CC1 the results were MsrA inhibitor 0.4.
Screening Cc1ccc(OCCn2cnc3sc(C(N)=O)c(C)c3c2=O)cc1 returned MsrA inhibitor 0.4.
COc1cccc(N2CCN(C(=O)c3ccc4nc(N5CCC(C)CC5)sc4c3)CC2)c1 was read as MsrA inhibitor -0.7.
Screening O=C(/C=C(\Nc1cccc(OC(F)F)c1)c1ccccc1)c1ccccc1 returned MsrA inhibitor 1.6.
O=C(NCc1ccccc1)[C@@H]1CCCN1C(=O)[C@H]1CCCN1C(=O)c1ccc(Cl)cc1 was read as MsrA inhibitor 0.4.
COC(=O)C1=C(C)N(Cc2ccc(F)cc2)C(=S)NC1c1cccc(Br)c1 (stereo not given) was read as MsrA inhibitor 1.0.
`C#CCN1CC(COc2ccccc2)OCCS1(=O)=O` (stereo not given) gave MsrA inhibitor -0.9.
Cc1cccc(CN2CCN(C3CN(Cc4cn(Cc5ccc(C(F)(F)F)cc5)nn4)S(=O)(=O)C3)CC2)c1 (stereo not given) was read as MsrA inhibitor 0.6.
CCCN1C(=O)c2[nH]nc(-c3ccccc3)c2C1c1ccccc1 (stereo not given) was read as MsrA inhibitor 0.6.
`Nc1[nH]c(C(=O)c2ccccc2)c(-c2ccccc2[N+](=O)[O-])c1C(=O)NCCc1c[nH]c2ccccc12` gave MsrA inhibitor 1.5.
COC(=O)c1cc2c(c3c4cc(F)ccc4n(S(=O)(=O)c4ccc(C)cc4)c13)C(=O)N(Cc1ccccc1OC)C2 was read as MsrA inhibitor -0.2.
For Cc1cc(C)nc(N2CCCC(C(=O)Nc3nnc(C(C)C)s3)C2)n1 (stereo not given) the results were MsrA inhibitor -0.5.

Entries from the list above with an aryl thioether with sulfur outside any ring:
Screening COc1ccccc1-n1c(Cc2cccc3ccccc23)nnc1SCC(=O)O returned MsrA inhibitor -0.6.
CCc1c(C)nc(SCC(=O)N2CCc3ccccc32)[nH]c1=O was read as MsrA inhibitor 0.6.
`COc1ccc(-n2cnnc2SC(C)c2nc3sc(C)c(C)c3c(=O)[nH]2)cc1` (stereo not given) gave MsrA inhibitor 1.0.

Part of the list above in order of molecular weight, rising.
For CC(C)(C)S(=O)N1C[C@@H]2CC(=O)C=C2[C@H]1CCO (stereo not given in full) the results were MsrA inhibitor 0.9.
`C#CCN1CC(COc2ccccc2)OCCS1(=O)=O` (stereo not given) gave MsrA inhibitor -0.9.
Screening Cc1ccc(OCCn2cnc3sc(C(N)=O)c(C)c3c2=O)cc1 returned MsrA inhibitor 0.4.
COC(=O)C1=C(C)N(Cc2ccc(F)cc2)C(=S)NC1c1cccc(Br)c1 (stereo not given) was read as MsrA inhibitor 1.0.
COc1cccc(N2CCN(C(=O)c3ccc4nc(N5CCC(C)CC5)sc4c3)CC2)c1 was read as MsrA inhibitor -0.7.
COC(=O)c1cc2c(c3c4cc(F)ccc4n(S(=O)(=O)c4ccc(C)cc4)c13)C(=O)N(Cc1ccccc1OC)C2 was read as MsrA inhibitor -0.2.

Remaining list, next part:
Cc1cc(N2CCN(CC(C)(C)O)C[C@H]2C)ccc1N1CCN(CC(C)(C)O)[C@@H](C)C1 was read as MsrA inhibitor 0.7.
`C[C@@H]1COc2cc(NCCCN3CCOCC3)ccc2S(=O)(=O)N1` gave MsrA inhibitor -1.5.
For CC1(C)CC2(CC(c3ccccc3)Oc3cc(O)ccc32)NC(=O)N1 (stereo not given) the results were MsrA inhibitor -0.9.
`COc1cc(-c2c(C(=O)c3ccccc3)[nH]c(N)c2C(=O)NCCc2c[nH]c3ccccc23)ccc1F` gave MsrA inhibitor 0.7.
For CCOc1ccc(-n2c(SCC(=O)Nc3ccccc3CC)nc3n[nH]c(C)c3c2=N)cc1 the results were MsrA inhibitor -0.8.
Screening CCOc1ccccc1C(=O)N1CCC[C@@H]1C(=O)N1CCC[C@H]1C(=O)NCc1ccccc1 returned MsrA inhibitor 0.0.
`CCCCc1c(-c2ccccc2OC)ncn1Cc1ccccc1Cl` gave MsrA inhibitor 0.2.
Screening Cc1cc(C)n(-c2nc(Nc3ccccc3C)nc(-n3nc(C)cc3C)n2)n1 returned MsrA inhibitor 0.7.
CN(C)Cc1c(C(C)(C)O)[nH]c2ccccc12 was read as MsrA inhibitor 0.4.
`COC(=O)CC#C[C@H](C)[C@@H](NS(C)(=O)=O)C1CCCCC1` gave MsrA inhibitor -0.8.
O=C(c1ccc2c(c1)OCO2)N1CCC2(CC1)Oc1ccc(Cl)cc1C(=O)C21CC(c2ccc(Cl)cc2)=NO1 (stereo not given) was read as MsrA inhibitor -1.0.
For Clc1cc(Cl)cc(CN2CCN(c3ncc(Cc4ccccc4)cn3)CC2)c1 the results were MsrA inhibitor 1.5.
Screening COCc1[nH]nc2c1C(c1cccc(C(F)(F)F)c1)N(c1ccccc1)C2=O (stereo not given) returned MsrA inhibitor 1.0.
For CC(C)C[C@@H]1COc2cc(N3CCOCC3)ccc2S(=O)(=O)N1 the results were MsrA inhibitor 0.3.
`COC(=O)[C@]12C[C@H](CC(=O)NCC3CCCCC3)C(=O)N(Cc3ccccc3)C1=C[C@H](C1CCCC1)O[C@@H]2C` gave MsrA inhibitor 0.2.
CN[C@H]1C[C@H]2c3[nH]c4c(-c5ccccc5)cccc4c3CCN2C[C@H]1[C@H](C)O was read as MsrA inhibitor 0.2.
`OC(c1ccccc1)(c1ccccc1)C1CCN(CCCOc2cccc(Cl)c2)CC1` gave MsrA inhibitor -1.1.
`O=C(CSc1nc2[nH]ncc2c(=O)[nH]1)c1ccc(Cl)cc1` gave MsrA inhibitor 0.6.
Screening CC(C)C[C@@H]1COc2cc(N3CCCC3)ccc2S(=O)(=O)N1 returned MsrA inhibitor 1.9.
C[C@H](CO)N1C[C@H](C)[C@@H](CN(C)C(=O)Nc2ccccc2F)OCc2cn(nn2)CCCC1=O was read as MsrA inhibitor -1.5.
`C[C@@H]1C=CCCO[C@]12C(=O)N(Cc1ccc(Br)cc1)c1cccc(Br)c12` gave MsrA inhibitor 1.6.
Screening C(=CCSc1ccccn1)CSc1ccccn1 returned MsrA inhibitor -1.1.
`COC(=O)C1=C(C)N(Cc2ccccc2C(F)(F)F)C(=NCc2cccc(C(F)(F)F)c2)NC1c1cccc(Cl)c1` (stereo not given) gave MsrA inhibitor -2.5.
CCc1cc2c(nc1CC)CCCN2Cc1ccc(Br)cc1 was read as MsrA inhibitor 0.6.
COC(=O)C1=C(C)N(Cc2cccc(C(F)(F)F)c2)C(=NCc2ccc(C(F)(F)F)cc2)NC1c1cccc(C(F)(F)F)c1 (stereo not given) was read as MsrA inhibitor -1.7.
`COc1ccc(S(=O)(=O)Nc2ccc3c(c2)C(=O)N([C@H](C)CO)C[C@H](C)[C@H](CN(C)C(=O)Nc2ccc(F)cc2)OCCCC[C@@H](C)O3)cc1` gave MsrA inhibitor -0.3.
For O=C(N[C@@H](Cc1cccnc1)C(=O)N1CCC[C@H]1C(=O)NCc1ccccc1)c1ccc(Cl)c(Cl)c1 the results were MsrA inhibitor -0.7.
For Cc1cc(Oc2cccnc2)ccc1NC(=O)Cc1c(C)[nH]c2ccccc12 the results were MsrA inhibitor -0.5.
`CCOC(=O)N[C@@H](Cc1cccnc1)C(=O)N1CCC[C@H]1C(=O)NCCc1ccccc1Cl` gave MsrA inhibitor 0.3.
`O=C(Cn1nnc(N2CCCCC2)n1)NN=Cc1ccccc1O` gave MsrA inhibitor 1.0.
C[C@@H]1ON(C)[C@H]2C[C@H]3c4[nH]c5cccc(-c6ccccc6F)c5c4CCN3C(=O)[C@@H]12 was read as MsrA inhibitor -0.2.
For COC(=O)c1cc2c(c3c4cc(C)ccc4n(S(=O)(=O)c4ccc(C)cc4)c13)C(=O)N(Cc1ccc(N(C)C)cc1)C2 the results were MsrA inhibitor 0.2.
For Cc1cc(C)nc(NS(=O)(=O)c2ccc(NC(=O)CN3C(=O)c4ccccc4C3=O)cc2)n1 the results were MsrA inhibitor -0.1.
O=[N+]([O-])c1ccc2c(c1)CO[C@]21O[C@H](CCO)C[C@H](O)[C@H]1O was read as MsrA inhibitor 1.2.
Screening Nc1[nH]c(C(=O)c2ccccc2)c(-c2ccc(Cl)cc2F)c1C(=O)NCCc1c[nH]c2ccccc12 returned MsrA inhibitor 0.5.
`Cc1[nH]c2ccccc2c1CC(=O)Nc1ccc(N(C)c2cccnc2)c(-c2ccc(F)c(F)c2)c1` gave MsrA inhibitor 1.3.
Screening O=C(C(=O)N1CCC(CNS(=O)(=O)Cc2ccccc2)CC1)c1cccs1 returned MsrA inhibitor -0.3.
Screening CC(C)C[C@H]1COc2cccc(N3CCCCC3)c2S(=O)(=O)N1 returned MsrA inhibitor -0.9.
Cc1ccc(NC(=O)NCc2ccco2)cc1[N+](=O)[O-] was read as MsrA inhibitor 0.7.

High-throughput results as filed in PubChem.
